Salmonella PhoP GFP – PhoP regulon inhibitors, Salmonella typhi PhoP promoter GFP reporter, confirmatory (AID 1850); Salmonella Typhi PhoP-promoter GFP reporter, fluorescence, 4 h; higher % means a stronger effect; inhibition, % at 50 µM, or IC50 in µM where a hit was titrated; actives 0.33% (n = 310,000); in the data active = a potency from the dose series; inconclusive = inhibition mostly from about 25% at the one dose, without a potency; inactive = the rest, 99 in 100 with inhibition below about 19%;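 note: 0% = induced wells with vehicle and 100% = uninduced wells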
M. tuberculosis – growth inhibition of non-replicating M. tuberculosis (AID 488890) | inhibition, % at 25 µM; hits with a dose series show IC50 in µM | actives 0.39% (n = 320,000) | Mycobacterium tuberculosis non-replicating, growth inhibition; higher % means a stronger effect; in the data active = a potency from the dose series; inconclusive = inhibition mostly from about 82% at the one dose, without a potency; inactive = the rest, 99 in 100 with inhibition below about 76%;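 note: plate controls were DMSO cells for no effect and high antibiotic wells for full effect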
H1N1 NS1A inhibition – NS1A inhibition, H1N1 influenza, cell based functional assay (AID 504329); actives 0.3% (n = 340,000); one-dose inhibition, % at 12.5 µM; IC50 in µM for titrated hits; NS1A functional cell-based assay, percent inhibition; higher % means a stronger effect; in the data active = a potency from the dose series; inconclusive = inhibition above about 27% without an active follow-up result; note: strong numbers were not always called active
H37Rv inhibition – M. tuberculosis growth inhibition, HTS (AID 449762); one-dose inhibition, % at 25 µM; IC50 in µM for titrated hits; actives 0.59% (n = 330,000); M. tuberculosis H37Rv growth inhibition, 7H9 media; higher % means a stronger effect; in the data active = a potency from the dose series; inconclusive = inhibition above about 70% without an active follow-up result;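 note: bacterial growth assessed after seven days of incubation; strong numbers were not always called active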
VEEV TC-83 Vero – inhibitors of VEEV TC-83 cytopathic effect, confirmation, Vero cells (AID 588727) | Vero cells, VEEV TC-83 cytopathic effect inhibition; higher % means a stronger effect | actives 0.13% (n = 350,000) | inhibition, % at 20 µM; hits with a dose series show IC50 in µM; in the data active = a potency from the dose series; inconclusive = inhibition mostly from about 14% at the one dose, without a potency; inactive = the rest, 99 in 100 with inhibition below about 12%; note: strong numbers were not always called active
VEEV TC-83 Vero 10K pilot screen – further read-out of VEEV TC-83 Vero, marked with its call; inhibition, %; measured here: 10K pilot screen inhibition
Starred values were filed as active, the others as inactive; i = inactive; ? = inconclusive; . = no result given.

SMILES	Salmonella PhoP GFP	M. tuberculosis	H1N1 NS1A inhibition	H37Rv inhibition	VEEV TC-83 Vero	others
c1ccc(-c2ccc(CNC3CC3)cc2)cc1	27%	18%	-3%	-14%	1.4%
CC1CCN(S(=O)(=O)c2ccc(C(=O)Nc3nnc(-c4ccncc4)o3)cc2)CC1	-2%	34%	-2%	?	13%
COc1ccc(Cc2nc3ccc(C(=O)N(C)Cc4nccs4)cc3o2)cc1OC	-41%	3%	-2%	13%	2.8%
COc1ccccc1N1CCN(S(=O)(=O)c2c(C)[nH]c(C)c2C(=O)N2CCCCC2)CC1	-4%	-8%	-3%	8%	1.7%
CCOc1ncccc1C(=O)NNC(=O)c1ccc(NS(=O)(=O)c2cccs2)cc1	-10%	16%	11%	25%	2.8%
CN(C)CCOC(=O)NCC12CC3CC(CC(C3)C1)C2	1%	3%	-3%	-4%	i
O=S(=O)(NCC(c1ccco1)N1CCc2ccccc2C1)c1ccc(F)cc1 (stereo not given)	9%	-6%	-4%	3%	3.8%
O=S(=O)(c1ccccc1C(F)(F)F)N1CCN(CC(O)COc2ccccc2F)CC1 (stereo not given)	6%	19%	-7%	9%	0.4%
Cc1ccc(N(CC(=O)O)C2SC(=O)NC2=O)cc1 (stereo not given)	3%	-25%	-13%	-10%	3.8%	VEEV TC-83 Vero 10K pilot screen=0.0
COCc1cc(Sc2ccc(OC)cc2)nc(-c2ccccc2)n1	3%	12%	0%	1%	3.9%
COc1ccc(C)cc1NC(=O)COC(=O)c1ccc2c(c1)OCCO2	.	-5%	-15%	2%	0.2%
O=C(Nc1nc(-c2ccccn2)cs1)C1CCCC1	-2%	?	0%	?	2.9%
COc1ccc(C(=O)NNC(=O)c2ccccc2[N+](=O)[O-])cc1Br	0%	-12%	-1%	3%	4.0%
CCc1ccccc1NC(=O)Nc1ccc(F)cc1F	-13%	-17%	0%	-4%	1.4%
OCC1(Cc2ccccc2)CCCN(Cc2ccc(-c3ccco3)cc2)C1 (stereo not given)	-7%	45%	15%	41%	1.9%
CN1CC(=O)N(CC(=O)Nc2cc(Cl)cc(Cl)c2)C1=O	7%	20%	3%	6%	0.8%
Cn1c2ccccc2c(=O)c2c(O)cccc21	-19%	13%	8%	37%	4.2%
CCN1CCC(NC(=O)Nc2cccc(C(F)(F)F)c2)CC1	-10%	21%	10%	0%	0.9%
COc1ccc2c(c1OC)CCC2=O	-14%	4%	8%	8%	4.8%
COc1ccc(OCCCC(=O)ON=C(N)c2ccccc2C)cc1	.	64%	-17%	-2%	1.1%

6 compounds drawn at random from those above:
SMILES	Salmonella PhoP GFP	M. tuberculosis	H1N1 NS1A inhibition	H37Rv inhibition	VEEV TC-83 Vero	others
CN1CC(=O)N(CC(=O)Nc2cc(Cl)cc(Cl)c2)C1=O	7%	20%	3%	6%	0.8%
Cn1c2ccccc2c(=O)c2c(O)cccc21	-19%	13%	8%	37%	4.2%
COc1ccc2c(c1OC)CCC2=O	-14%	4%	8%	8%	4.8%
OCC1(Cc2ccccc2)CCCN(Cc2ccc(-c3ccco3)cc2)C1 (stereo not given)	-7%	45%	15%	41%	1.9%
COc1ccc(Cc2nc3ccc(C(=O)N(C)Cc4nccs4)cc3o2)cc1OC	-41%	3%	-2%	13%	2.8%
COc1ccc(C(=O)NNC(=O)c2ccccc2[N+](=O)[O-])cc1Br	0%	-12%	-1%	3%	4.0%

An excerpt from further up:
SMILES	Salmonella PhoP GFP	M. tuberculosis	H1N1 NS1A inhibition	H37Rv inhibition	VEEV TC-83 Vero	others
OCC1(Cc2ccccc2)CCCN(Cc2ccc(-c3ccco3)cc2)C1 (stereo not given)	-7%	45%	15%	41%	1.9%
CN1CC(=O)N(CC(=O)Nc2cc(Cl)cc(Cl)c2)C1=O	7%	20%	3%	6%	0.8%
Cn1c2ccccc2c(=O)c2c(O)cccc21	-19%	13%	8%	37%	4.2%
CCN1CCC(NC(=O)Nc2cccc(C(F)(F)F)c2)CC1	-10%	21%	10%	0%	0.9%

Going on with the list:
SMILES	Salmonella PhoP GFP	M. tuberculosis	H1N1 NS1A inhibition	H37Rv inhibition	VEEV TC-83 Vero	others
COC(=O)c1ccc(NC(=O)Nc2ccc([N+](=O)[O-])cc2)cc1	-8%	?	2%	?	1.8%
O=C(CN1CCN(C(=O)c2c(F)cccc2F)CC1)Nc1ccccc1C(F)(F)F	-1%	2%	-3%	-6%	0.1%
COc1ccc2c3c([nH]c2c1)[C@H]1C[C@H]2[C@H](C[C@@H](O)[C@H](OC)[C@H]2C(=O)O)CN1CC3	-7%	-4%	2%	1%	0.1%
CCC(C)(C)NC(=O)C(c1ccc(F)cc1)N(Cc1cccs1)C(=O)c1cnccn1 (stereo not given)	-1%	2%	3%	7%	1.4%
CC(C)(C)C(=O)NCCc1nc2ccccc2n1CC(=O)c1ccc(Cl)cc1	-3%	30%	-9%	5%	3.0%
Cn1cnnc1Sc1ccc(C(=O)NCCC23CC4CC(CC(C4)C2)C3)cc1[N+](=O)[O-]	0%	.	2%	1%	5.4%
CCN1CCN(C(c2cccc(OC)c2OC)c2nnnn2Cc2ccco2)CC1 (stereo not given)	6%	3%	-5%	-9%	0.9%
CCOc1ccc(S(=O)(=O)NCCC(=O)NCc2ccncc2)cc1	7%	-16%	-16%	-4%	2.2%
CCOc1ccccc1/C=N/n1c(COc2ccccc2)n[nH]c1=S	-4%	-12%	5%	5%	i
Fc1ccccc1N1CCN(Cc2cc(-c3ccccc3)on2)CC1	0%	36%	-2%	-8%	0.2%
c1ccc(-c2nc(NCC3CCCO3)c3oc4ccccc4c3n2)cc1 (stereo not given)	-10%	14%	1%	65%	i
Cc1ccc(Nc2nc3ccccc3c(=O)[nH]2)cc1C	-11%	15%	1%	51%	1.5%
CC(C)C(=O)N1CCC2(CC1)Oc1ccc(F)cc1C(=O)C21CC(c2ccc(Cl)cc2)=NO1 (stereo not given)	-5%	32%	-12%	?	6.1%
O=C(Nc1ccccc1)c1cccc(=O)o1	-6%	-14%	-19%	-5%	i
Cc1nc(C)c(-c2csc(N)n2)s1	3%	12%	-3%	-6%	1.2%
Cc1sc2ncn(CC(=O)NCCCC(=O)N3CCC4(CC3)OCCO4)c(=O)c2c1C	-2%	-1%	11%	-1%	1.0%
COc1ccc(NC(=O)Nc2sc(NS(=O)(=O)c3ccccc3)nc2C)cc1	0%	11%	8%	14%	i
Cc1ccc(F)cc1NC(=O)COC(=O)COc1ccc(C#N)cc1	1%	-3%	-5%	-3%	1.9%
COc1ccc(NC(=O)C(OC(=O)c2cnc(C)cn2)c2ccccc2)cc1Cl (stereo not given)	0%	0%	-11%	8%	1.1%
Cn1c(Cc2cccs2)nnc1SCc1nc2ccccc2[nH]1	-25%	21%	6%	3%	1.0%
c1ccc(CN2CCN(c3nc(-c4ccccc4)nc(-n4ccnc4)n3)CC2)cc1	0%	?	3%	?	i
Cc1nn(Cc2ccc(C(=O)NN)cc2)c(C)c1Cl	0%	-6%	12%	-6%	0.5%
CCNc1nc(NCC)nc(OCCOC(=O)Nc2ccccc2)n1	3%	-3%	-12%	2%	0.4%
O=C(O)c1ccccc1C(=O)NCc1cccnc1	-2%	-13%	-8%	-4%	2.1%
Cc1nn(Cc2ccccc2)c2c1C(c1ccncc1)C(C#N)=C(N)O2 (stereo not given)	2%	15%	4%	3%	1.6%
Cc1nc(C(=O)O)cc2c1[nH]c1ccccc12	-10%	10%	4%	-4%	0.8%
CCOc1ccc(OCC(=O)OC(C)C(=O)NC2CCCC2)cc1 (stereo not given)	.	15%	-4%	18%	i
Cc1ccc(C(=O)Nc2ccc(S(=O)(=O)N3CCN(C)CC3)cc2)o1	3%	-13%	0%	-6%	i
COc1ccc(C2c3ccc4ccccc4c3Oc3ncn(CCN(C)C)c(=N)c32)cc1 (stereo not given)	10%	79%	1%	?	i
CN(C(=O)Nc1cnc2ccccc2c1)c1ccccc1	10%	0%	9%	36%	i
CN1CC=C(/C=C/c2ccc(-c3ccccc3)cc2)CC1	60µM*	i	.	20µM*	.
CC(C)(C)C(=O)OC/C(N)=N/OC(=O)c1ccc(Cl)c(Cl)c1	0%	69%	15%	-3%	i
COc1c(F)c(F)c(C(=O)O)c(Nc2ccccc2)c1F	-7%	11%	2%	-5%	1.4%
COc1ccc(NC(=O)Nc2nnc(-c3ccccc3F)s2)cc1	4%	-2%	-5%	3%	1.1%
O=c1[nH][nH]cc1C=Nc1ccccc1O	5%	?	8%	?	1.6%
O=C(COC(=O)C1COc2ccccc2O1)NC1CCS(=O)(=O)C1 (stereo not given)	14%	-11%	-1%	1%	2.7%
CCOc1ccc(NC(=O)C/C(C)=N/NC(=O)Cc2ccc(Cl)cc2)cc1	0%	22%	-19%	?	1.4%
Cc1csc(NC(=O)c2cccn2C)n1	-10%	0%	0%	-11%	1.9%
COc1ccc(NC(C)=O)cc1S(=O)(=O)Nc1ccc2c(c1)OCCO2	6%	-6%	-8%	-2%	0.8%
N#Cc1ccc(OCC(=O)Nc2ccc3[nH]c(=O)[nH]c3c2)cc1	5%	-21%	-3%	-4%	1.8%
COc1ccc(NC(=S)NNC(=O)c2cccnc2)cc1OC	5%	-17%	20%	-7%	1.0%
NC(=O)c1ccc(N2CCN(S(=O)(=O)c3cccs3)CC2)c([N+](=O)[O-])c1	.	15%	2%	3%	6.8%
O=C(CCc1ccccc1)NCCCN1CCOCC1	6%	0%	-19%	6%	0.9%
Cc1c(Cl)c([N+](=O)[O-])nn1CC(=O)NCCCN1CCOCC1	11%	-2%	-1%	-4%	1.2%
Cc1cc(C(=O)COC(=O)c2ccc(O)cc2)c(C)n1Cc1ccco1	-1%	16%	2%	-1%	3.4%
COc1ccc(-c2csc(C)n2)cc1Br	-3%	10%	-9%	3%	1.7%
COc1cccc(NC(=O)C2CCCN(S(=O)(=O)c3cccc4cccnc34)C2)c1 (stereo not given)	-3%	15%	10%	-7%	12%
CCCCNC(=O)CCCn1c(=O)[nH]c2ccc(Br)cc2c1=O	2%	-18%	-13%	-6%	6.8%
Cc1cccc(C)c1NC(=O)C1c2cccc[n+]2CC(=O)N1Cc1cccs1 (stereo not given)	-7%	-10%	4%	8%	0.3%
CC(C)Cc1nn2c(=O)cc(COc3ccc(NC(=O)c4ccco4)cc3)nc2s1	-6%	7%	-2%	-2%	3.6%
CC(=O)c1cccc(NS(C)(=O)=O)c1	12%	21%	-5%	23%	i
CC(=O)OCC1(O)CC23CCC4c5ccoc5CCC4(C)C2CCC1C3 (stereo not given)	.	.	7%	.	2.2%
Cn1cc(CCC(=O)N2CCCC(C(=O)c3ccc(C(C)(C)C)cc3)C2)cn1 (stereo not given)	-8%	-18%	4%	5%	i
Cc1ccc(S(=O)(=O)Nc2ccc(-c3nnc(SCc4ccccc4Cl)o3)cc2)cc1	-4%	11%	-11%	1%	3.7%
COc1ccccc1CNC(=O)CS(=O)(=O)Cc1ccccc1	-10%	4%	-13%	-5%	1.1%
O=C(O)CCC(=O)CCC(=O)c1ccc(Cl)cc1	6%	39%	-2%	-8%	1.3%
CC(C)Cn1c(SCC(=O)N2CC(=O)Nc3ccccc32)nc2ccccc21	-1%	15%	-7%	-7%	0.4%
Cc1ccc(NC(=O)NCCc2ccc(S(N)(=O)=O)cc2)cc1	4%	-6%	-2%	3%	0.1%
CC(C)(C)c1cc(NC(=O)COC(=O)c2ccc3c(=O)n4c(nc3c2)CCC4)n(-c2ccccc2)n1	-4%	-7%	16%	-9%	2.2%
CC(=O)N1CCN(C(=S)Nc2ccc(Oc3ccccc3)cc2)CC1	4%	19%	-6%	0%	0.9%

The listing continues:
SMILES	Salmonella PhoP GFP	M. tuberculosis	H1N1 NS1A inhibition	H37Rv inhibition	VEEV TC-83 Vero	others
O=C(NC1CCCCCC1)c1cc(S(=O)(=O)N2CCOCC2)ccc1N1CCCCC1	-2%	0%	22%	-7%	i
Cc1nn(CCOc2ccccc2)c(=O)n1-c1ccccc1	-3%	-4%	-6%	3%	0.3%
CCCN(CC(=O)Nc1ccccc1OC)C(=O)c1cccc(S(=O)(=O)NCc2ccccc2)c1	-4%	18%	-7%	8%	10%
CC1=C(C(=O)N2CCCC(N3CCN(c4cccc(C(F)(F)F)c4)CC3)C2)OCCO1 (stereo not given)	-10%	-3%	-7%	-5%	i
CC1=C/C(=N\OC(=O)/C=C/c2ccccc2)C(C)=CC1=O	9%	.	-8%	59%	6.7%
CCOC(=O)N1CCN(Cc2cn[nH]c2-c2cccc3ccccc23)CC1	-9%	-7%	-5%	-9%	0.9%
CC1CCC(C(C)C)C(OP(=O)(c2ccc(N(C)C)cc2)C(O)c2cccnc2)C1 (stereo not given)	-1%	12%	.	6%	.

Screening data: PubChem, Southern Research Specialized Biocontainment Screening Center
